M. tuberculosis HTS: M. tuberculosis growth inhibition, HTS (AID 449762); inhibition, % at 25 µM; hits with a dose series show IC50 in µM; 330,000 compounds, 0.59% hits; M. tuberculosis H37Rv growth inhibition, 7H9 media; higher % means a stronger effect; in the data active = a potency from the dose series; inconclusive = inhibition above about 70% without an active follow-up result;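 note: bacterial growth assessed after seven days of incubation; strong numbers were not always called active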
H1N1 NS1A inhibition: H1N1 influenza NS1A inhibitors, functional cell based assay (AID 504329); NS1A functional cell-based assay, percent inhibition; higher % means a stronger effect; inhibition, % at 12.5 µM; hits with a dose series show IC50 in µM; 340,000 compounds, 0.3% hits; in the data active = a potency from the dose series; inconclusive = inhibition above about 27% without an active follow-up result; note: strong numbers were not always called active
PhoP GFP inhibition: PhoP regulon inhibitors, Salmonella typhi PhoP promoter GFP reporter, confirmatory (AID 1850). Salmonella Typhi PhoP-promoter GFP reporter, fluorescence, 4 h; higher % means a stronger effect. inhibition, % at 50 µM, or IC50 in µM where a hit was titrated. 310,000 compounds, 0.33% hits; in the data active = a potency from the dose series; inconclusive = inhibition mostly from about 25% at the one dose, without a potency; inactive = the rest, 99 in 100 with inhibition below about 19%;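 note: 0% = induced wells with vehicle and 100% = uninduced wells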
tuberculosis growth: growth inhibition of non-replicating M. tuberculosis (AID 488890). Mycobacterium tuberculosis non-replicating, growth inhibition; higher % means a stronger effect. one-dose inhibition, % at 25 µM; IC50 in µM for titrated hits. 320,000 compounds, 0.39% hits; in the data active = a potency from the dose series; inconclusive = inhibition mostly from about 82% at the one dose, without a potency; inactive = the rest, 99 in 100 with inhibition below about 76%;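 note: plate controls were DMSO cells for no effect and high antibiotic wells for full effect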
VEEV TC-83 Vero: inhibitors of VEEV TC-83 cytopathic effect, confirmation, Vero cells (AID 588727). Vero cells, VEEV TC-83 cytopathic effect inhibition; higher % means a stronger effect. one-dose inhibition, % at 20 µM; IC50 in µM for titrated hits. 350,000 compounds, 0.13% hits; in the data active = a potency from the dose series; inconclusive = inhibition mostly from about 14% at the one dose, without a potency; inactive = the rest, 99 in 100 with inhibition below about 12%; note: strong numbers were not always called active
VEEV TC-83 Vero 10K pilot screen: recorded beside VEEV TC-83 Vero, whose call it bears; inhibition, %; measured here: 10K pilot screen inhibition
* = called active by the depositor; i = inactive; ? = inconclusive; / = no result given; & = joins results of further samples.

SMILES | M. tuberculosis HTS | H1N1 NS1A inhibition | PhoP GFP inhibition | tuberculosis growth | VEEV TC-83 Vero | others
CC1CN(S(=O)(=O)c2cc(C(=O)NCc3ccncc3)ccc2Cl)CC(C)O1 (centres undefined) | -9% | -12% | / | -4% | 2.2%
O=C(NC1CCCCC1)NC12CC3CC(CC(C3)C1)C2 | 8% | -10% | -3% | -1% | 0.1%
O=C(NNC(=O)c1cccc(O)c1)Nc1ccc([N+](=O)[O-])cc1 | -4% | -1% | 3% | -11% | 0.6%
Cc1cc(C)c(S(=O)(=O)N2CCC3(CC2)OCCN3S(=O)(=O)c2cccs2)c(C)c1 | / | 0% | / | / | i
CC(C)C[C@H]1CN=C(Nc2ccccc2)N1CCc1ccc(F)cc1 | 4% | -7% | -1% | 28% | i
C/C(=N\OCC(=O)NC12CC3CC(CC(C3)C1)C2)c1cc2ccccc2o1 | 62% | 1% | 3% | ? | 1.4%
O=C(NC12CC3CC(CC(C3)C1)C2)c1cc(F)c(F)cc1Cl | 0% | -3% | 7% | 9% | 0.6%
COc1ccc(CNC(=O)CN2C(=O)CSc3ccc(S(=O)(=O)N4CCOCC4)cc32)c(OC)c1 | -10% | 0% | -9% | -10% | 2.6%
O=C1[C@H](O)[C@@H](O)C(=O)N1Cc1ccccc1 | 4% | 1% | 8% | 13% | 0.8%
CSC[C@H](NC(=O)COc1cc2c(c3oc(=O)cc(C)c13)CCC(C)(C)O2)C(=O)O | -13% | -23% | -4% | -13% | 0.6%
COC(C[C@H]1O[C@@H]1[C@@H](O)[C@H](C)OCc1ccccc1)OC | / | 1% | / | / | 0.3%
COc1ccccc1-c1nnn(CC#N)n1 | 0% | -1% | -1% | -2% | 0.7%
COc1ccccc1CCC(=O)OCC(=O)Nc1c(Br)cc(C)cc1Br | -9% | 9% | 5% | -3% | 0.2%
Cn1ccnc1SCc1nc2c(cnn2-c2ccccc2)c(=O)[nH]1 | -3% | 0% | -8% | 4% | 0.2% | VEEV TC-83 Vero 10K pilot screen=0.7
COc1cccc(CC2(CO)CCCN(Cc3cc(F)ccc3-n3cccn3)C2)c1 (centres undefined) | 0% | -5% | 8% | 20% | i
O=C1CCCC(O)=C1C1NCCc2ccccc21 (centres undefined) | -6% | -3% | -2% | 17% | 0.2%
COc1ccc(C2C(C#N)=C(N)OC3=C2C(=O)CCC3)c(OC)c1OC (centres undefined) | -9% | -8% | -6% | -17% | i
O=C(c1ccccc1Sc1cccc2ccccc12)N1CCOCC1 | -12% | 0% | 5% | 9% | 1.0%
O=C(Cn1cc(C(F)(F)F)ccc1=O)N1CCc2ccccc21 | 5% | -1% | / | 12% | 1.5%
Cc1ccc2c(c1)N(C(=O)CCC(=O)Nc1ccccc1Br)CC(C)O2 (centres undefined) | -3% | -3% | -5% | -2% | 3.9%
O=C(Nc1ccccc1-c1ccccc1)NC1CCN(CC(=O)N2CCOCC2)CC1 | -5% | 7% | 2% | -27% | 0.7%
O=C1CCC([N+](=O)[O-])C(c2ccc(Cl)c([N+](=O)[O-])c2)N1 (centres undefined) | -7% | -1% | 5% | -13% | 0.9%
O=C(/C=C/c1cccc(C(F)(F)F)c1)Nc1cccc(C(F)(F)F)c1 | ? | -4% | -3% | 66% | 0.7%
Cc1cc(C(=O)CSc2nnc(-c3ccc(OC(F)F)cc3)o2)c(C)n1Cc1cccs1 | -2% | 7% | -12%&-5% | -3% | 6.4%
S=C(Nc1cccc2ccccc12)NN1CCOCC1 | -2% | 2% | -9% | 5% | 0.3%
Cc1cc(/C=C2\SC(=O)N(CC(=O)Nc3ccccc3F)C2=O)c(C)n1C | 1% | -8% | 1% | 6% | 0.2%
Cc1cc(-c2csc(NC(=O)c3ccccc3C(F)(F)F)n2)c(C)n1Cc1ccccc1 | -3% | -3% | -9% | 6% | i
COc1ccc(-c2nn(-c3ccccc3)cc2/C=C2/SC(=S)N(CCC(=O)O)C2=O)c(C)c1 | 7% | 10% | -13% | 11% | 0.1%
COc1ccc([N+](=O)[O-])cc1NC(=O)CC1SC(=Nc2cccc(C)c2C)N(/N=C/c2cccc(OC)c2OC)C1=O (centres undefined) | -4% | 0%&6% | 1% | 12% | 4.5%&2.7%
CS(=O)(=O)c1ccc(-c2cccc(NC(=O)c3ccc(Br)o3)c2)nn1 | -9% | 8% | 2% | -10% | 0.8%
Cc1cc(SCC(=O)N/N=C/c2cccnc2)nc2c(C)cccc12 | 3% | -3% | 5% | -1% | 0.8%
O=C(NCc1ccccn1)c1ccc(Cl)s1 | -1% | -5% | -1% | 19% | 1.0%
CCc1nnc(NC(=O)CN2C(=O)NC3(CC(C)CC(C)(C)C3)C2=O)s1 (centres undefined) | -1% | -5% | 4% | 19% | 4.6%
CC(=O)c1noc(C)c1C(=O)Nc1nccs1 | -4% | -2% | -8% | -4% | 2.1%
CC(=O)NCc1ccc(C(=O)COC(=O)COc2ccc(Cl)c(C)c2)s1 | 2% | -5% | / | 32% | 2.5%
Cc1cc(=O)n(CCCO)c(O)c1C#N | -4% | 10% | -1% | -3% | 1.5%
NC(=O)[C@@H]1CCCN1C(=O)c1ccc2nc(Cc3ccccc3F)oc2c1 | -1% | -3% | -13% | -8% | 0.3%
CC12C=CC(=O)CC1CCC1C2CCC2(C)C(O)C(O)CC12 (centres undefined) | / | 5% | / | / | 7.7%
Cc1n[nH]c(=O)n1-c1ccc(OCc2ccccc2)cc1 | 0% | -15% | -3% | 5% | 1.4%
Cc1ccc(NC(=O)c2c(C)nn(-c3ccccc3)c2Cl)cc1 | 69% | -7% | 1% | 35% | 0.7%
Cc1cnc([N+](=O)[O-])n1CCOC(=O)c1cccc(F)c1 | -14% | 0% | -13% | -10% | 1.3%
CC(=O)OCC(=O)C1(O)CCC2C3CC(C)C4=CC(=O)CCC4(C)C3C(O)CC21C (centres undefined) | / | -3% | / | / | 2.5%
Cc1cccc(OCc2nnc(SCC(=O)N3CCCC3)o2)c1 | -6% | 2% | 5% | 59% | 1.0%
CCOc1ccccc1C(=O)N[C@H](C(=O)Nc1cc(S(=O)(=O)N(C)C)ccc1OC)C(C)C | -3% | 2% | -1% | 6% | 5.4%
CCOC(=O)N1CCN(C(=O)Nc2ccc3nc(C)sc3c2)CC1 | -9% | -9% | -4% | 15% | 0.6%
CCOC(=O)N1CCN(c2ccc(C(=O)CC)cc2F)CC1 | 0% | 4% | -5% | 35% | 1.2%
COCC(C)NC(=S)Nc1ccccc1[N+](=O)[O-] (centres undefined) | 10% | 10% | -16% | 60% | 4.8%
CCOC(=O)CNC(=O)CSc1nc(-c2ccccc2)ns1 | ? | 7% | 12% | ? | 0.7%
Cc1ccc(NC(=O)COC(=O)CCCC2=NS(=O)(=O)c3ccccc3N2)cc1C | -1% | 7% | -3% | 4% | i
O=C(CCCn1c(=O)[nH]c2cc(Cl)ccc2c1=O)N1CCC2(CC1)OCCO2 | 7% | -3% | -12% | -1% | 1.6%
Cc1cc(/C=C2\C(=O)NC(=O)N(Cc3ccccc3)C2=O)c(C)n1-c1ccc(Cl)c(C(=O)O)c1 | -3% | -3% | -3% | -11% | 0.3%
CCN(C(=O)CCc1nc(-c2ccccc2F)no1)c1cc(OC)ccc1OC | / | -1% | / | / | 6.8%
Cn1cc(/C=C2\SC(=O)NC2=S)c2ccccc21 | -1% | -2% | 13% | -6% | 1.9%
O=C(NCc1nnc2c(C(F)(F)F)cc(Cl)cn12)c1ccco1 | 7% | 3% | -6% | 13% | i
COc1ccccc1NS(=O)(=O)c1cccc(C(=O)NCC(c2ccco2)N2CCCC2)c1 (centres undefined) | -4% | -1% | / | -14% | 0.1%
Cc1ccc(NC(=O)CC2SC(=Nc3ccc(O)cc3)NC2=O)cc1 (centres undefined) | 1% | 3% | 3% | -19% | 2.0% | VEEV TC-83 Vero 10K pilot screen=0.8
O=C(Cn1nnc(-c2ccccc2F)n1)Nc1ccc2c(c1)OCO2 | 6% | -2% | -2% | -1% | 1.0%
CCOc1ccc(NC(=O)C(C)N2C(=O)c3ccccc3C2=O)cc1 (centres undefined) | 1% | -2% | -3% | 2% | 0.3%
Cc1nnc(SCC(=O)NCc2ccco2)[nH]c1=O | 1% | 4% | -9% | 1% | i
CCC1=C([N+](=O)[O-])C(c2ccc3c(c2)OCO3)NC(=O)N1 (centres undefined) | -11% | -10% | -6% | 20% | 1.5%

Some of these compounds in order of molecular weight, rising.
SMILES | M. tuberculosis HTS | H1N1 NS1A inhibition | PhoP GFP inhibition | tuberculosis growth | VEEV TC-83 Vero | others
Cn1cc(/C=C2\SC(=O)NC2=S)c2ccccc21 | -1% | -2% | 13% | -6% | 1.9%
Cc1cnc([N+](=O)[O-])n1CCOC(=O)c1cccc(F)c1 | -14% | 0% | -13% | -10% | 1.3%
CCOC(=O)N1CCN(c2ccc(C(=O)CC)cc2F)CC1 | 0% | 4% | -5% | 35% | 1.2%
CCOC(=O)N1CCN(C(=O)Nc2ccc3nc(C)sc3c2)CC1 | -9% | -9% | -4% | 15% | 0.6%
Cc1ccc(NC(=O)CC2SC(=Nc3ccc(O)cc3)NC2=O)cc1 (centres undefined) | 1% | 3% | 3% | -19% | 2.0% | VEEV TC-83 Vero 10K pilot screen=0.8
Cc1cc(/C=C2\C(=O)NC(=O)N(Cc3ccccc3)C2=O)c(C)n1-c1ccc(Cl)c(C(=O)O)c1 | -3% | -3% | -3% | -11% | 0.3%

The list continues:
SMILES | M. tuberculosis HTS | H1N1 NS1A inhibition | PhoP GFP inhibition | tuberculosis growth | VEEV TC-83 Vero | others
Cc1cccc(/N=C/c2c(O)c3ccccc3oc2=O)n1 | -3% | 3% | 1% | 44% | 7.9%
CCOC(=O)C1CCCN(S(=O)(=O)NC[C@H]2O[C@@H](n3cnc4c(N)ncnc43)[C@H](O)[C@@H]2O)C1 (some centres undefined) | 4% | -16% | / | -15% | i
O=C(c1cc(Cl)nc2ccccc12)N1CCN(S(=O)(=O)c2cccc(F)c2)CC1 | -1% | 1% | -5% | -4% | 8.4%
CCOc1ccc(NC(=O)CN(C)C(=O)c2ccc3c(c2)S(=O)(=O)N=C2CCCCCN23)cc1OCC | / | -12% | / | / | 2.6%
COC(=O)[C@H]1[C@H]2C[C@@H]3c4[nH]c5cc(OC)ccc5c4CCN3C[C@H]2C[C@@H](OC(=O)c2cc(OC)c(OC)c(OC)c2)[C@@H]1OC | ? | 15% | -5% | 63% | 6.7%
CCN1CCN(Cc2nnc(-c3ccc(C)cc3)o2)CC1 | 0% | -4% | 5% | 1% | 2.5%
O=C(O)CNC(=S)N(Cc1ccccc1)Cc1cccnc1 | 2% | 10% | -8% | / | 2.2%
CC(C)N(Cc1nc2ccccc2c(=O)[nH]1)C(=O)c1ccc(NC(=O)CSc2nnnn2C)cc1 | -3% | -2% | / | 15% | 4.6%
COc1ccc(OCC(=O)NNC(=O)C(=O)Nc2cc(OC)ccc2OC)cc1 | 62% | -2% | 11% | 63% | 4.1%
CC1=CC(c2ccccc2)n2nc(NC(=O)CCCC(=O)O)nc2N1 (centres undefined) | 0% | 4% | 4% | 4% | i
CC(C)C(=O)Nc1c(-c2ccccc2Cl)c(=O)c2ccccc2n1C | 4% | 16% | 8% | -9% | 0.3%
Cc1ccc(-n2nnnc2SCC(=O)c2c(N)n(C3CC3)c(=O)[nH]c2=O)cc1 | -6% | -11% | / | 7% | 1.8%
COC(=O)c1sccc1OCc1cccc(OC)c1 | 5% | -3% | -9% | -1% | i
COc1cc(NC(=O)c2ccc3c(c2)OCCO3)ccc1NC(=O)c1cccs1 | ? | -7% | 3% | 51% | 10%
CCC(c1nnc(SCC(=O)NCC2CCCO2)n1Cc1ccccc1)N(C)C (centres undefined) | -8% | 7% | 10% | 5% | i
CSc1ccc(C2C(C(=O)c3ccco3)=C(O)C(=O)N2c2nnc(SC)s2)cc1 (centres undefined) | -1% | -5% | -13% | 38% | 2.2%
C=CCn1c2ccccc2c2nnc(SCC(=O)Nc3c(C)n(C)n(-c4ccccc4)c3=O)nc21 | / | -17% | / | / | 9.9%
OCCNC(=S)c1ccccc1 | 5% | -1% | 1% | -2% | 7.2%
CCN1CCc2c(sc(NC(=O)c3ccc4ccccc4c3)c2C(N)=O)C1 | ? | -5% | -42% | ? | ?
CNC(=O)/C(=C\c1ccc2c(c1)OCO2)NC(=O)c1ccc(Br)cc1 | 1% | -1% | -5% | 8% | 11%
